GluA2 TARP mod – modulators of AMPA receptor GluA2-stargazin complexes; O88602+P19491; HEK293 GluA2+stargazin, membrane potential dye (FDSS), glutamate EC50; hits were called plate by plate, in both directions; calls only at 30 µM; 40,000 compounds, 3.5% hits; AID 1259245;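 active = any of four per-well response measures lying three or more SD from its plate-wide compound average, in either direction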
Target sequence (O88602 whole entry, looked up): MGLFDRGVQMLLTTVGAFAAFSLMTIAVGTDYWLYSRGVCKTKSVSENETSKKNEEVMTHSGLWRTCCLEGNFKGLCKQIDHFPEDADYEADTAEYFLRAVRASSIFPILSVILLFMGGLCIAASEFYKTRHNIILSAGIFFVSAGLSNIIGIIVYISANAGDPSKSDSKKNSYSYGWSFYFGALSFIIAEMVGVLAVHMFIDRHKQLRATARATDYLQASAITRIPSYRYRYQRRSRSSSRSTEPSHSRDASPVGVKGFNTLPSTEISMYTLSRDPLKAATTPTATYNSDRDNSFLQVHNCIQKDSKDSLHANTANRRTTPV
Target sequence (P19491 whole entry, looked up): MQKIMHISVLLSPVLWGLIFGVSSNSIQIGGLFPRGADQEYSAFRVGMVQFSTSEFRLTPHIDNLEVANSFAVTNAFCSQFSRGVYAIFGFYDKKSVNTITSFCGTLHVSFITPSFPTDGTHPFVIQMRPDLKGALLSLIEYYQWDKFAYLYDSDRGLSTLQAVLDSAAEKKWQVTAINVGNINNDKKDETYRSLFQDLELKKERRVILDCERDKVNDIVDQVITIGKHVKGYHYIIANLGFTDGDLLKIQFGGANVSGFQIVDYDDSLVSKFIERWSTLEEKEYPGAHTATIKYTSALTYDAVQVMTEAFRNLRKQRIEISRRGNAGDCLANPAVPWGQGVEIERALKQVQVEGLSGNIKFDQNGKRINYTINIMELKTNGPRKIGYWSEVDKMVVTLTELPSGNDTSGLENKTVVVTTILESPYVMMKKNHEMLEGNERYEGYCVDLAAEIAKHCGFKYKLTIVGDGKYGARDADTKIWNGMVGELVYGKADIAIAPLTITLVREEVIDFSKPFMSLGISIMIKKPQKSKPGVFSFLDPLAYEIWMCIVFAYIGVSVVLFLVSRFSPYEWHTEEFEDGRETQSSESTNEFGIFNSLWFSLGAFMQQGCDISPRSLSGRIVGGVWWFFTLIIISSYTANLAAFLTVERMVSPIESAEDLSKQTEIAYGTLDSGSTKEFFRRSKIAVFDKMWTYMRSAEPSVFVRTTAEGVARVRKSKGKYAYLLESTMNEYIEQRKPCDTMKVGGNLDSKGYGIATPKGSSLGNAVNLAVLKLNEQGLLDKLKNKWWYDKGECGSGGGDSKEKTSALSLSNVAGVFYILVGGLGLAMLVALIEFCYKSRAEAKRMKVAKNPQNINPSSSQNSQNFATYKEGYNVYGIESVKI
GluA2 TARP mod agonism max-min – also measured in GluA2 TARP mod; calls as there; compound max-min signal; compound-alone response (agonism);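 unitless range of fluorescence divided by baseline over first 100 seconds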
GluA2 TARP mod glutamate slope – also measured in GluA2 TARP mod; calls as there; glutamate slope, % of max; measured here: glutamate response slope, % max;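 scaled per plate between vehicle wells and maximal 1 mM glutamate control wells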
Starred values were filed as active, the others as inactive; i = inactive; + = active, no number; & = joins results of further samples. A portion of the library; count on the stated rates, not on these rows.

SMILES | GluA2 TARP mod | GluA2 TARP mod agonism max-min | GluA2 TARP mod glutamate slope
CC1CC(NC(=O)CN2C(=O)c3ccccc3S2(=O)=O)CC(C)(C)C1 (configuration not stated) | i | 0.09 | 53
Cc1c(Cl)cccc1NC(=O)CCN1C(=O)c2ccccc2S1(=O)=O | i | 0.047 | 43
COC(=O)c1sccc1S(=O)(=O)N1CC(=O)N(CCc2ccccc2)C(=O)C1 | i | 0.11 | 49
O=C(COc1ccccc1)N1CCN(c2ncnc3c2nnn3-c2ccccc2)CC1 | i | 0.023 | 47
N#Cc1ccc(Cl)cc1NC(=O)C(=O)NCC(c1cccc2ccccc12)N1CCCC1 (configuration not stated) | i | 0.087 | 55
CSc1cccc(N2CC(c3nc4ccccc4n3CCN3CCOCC3)CC2=O)c1 (configuration not stated) | i | 0.054 | 77
O=C(CCN1C(=O)c2ccccc2S1(=O)=O)Nc1ccc(Cl)c([N+](=O)[O-])c1 | i | 0.054 | 55
O=C(CCN1C(=O)c2ccccc2S1(=O)=O)Nc1cc(C(F)(F)F)ccc1Cl | i | 0.06 | 57
Cc1ccc(N2CC(O)Cn3c2nc2c3c(=O)[nH]c(=O)n2C)cc1 (configuration not stated) | i | 0.13 | 61
CC(=O)c1sc(NC(=O)C2CCCN(S(C)(=O)=O)C2)nc1-c1ccccc1 (configuration not stated) | i | 0.13 | 40
O=C(c1cccc(Cl)c1)N1CCN(c2ccc([N+](=O)[O-])c(NCc3ccco3)c2)CC1 | i | 0.08 | 36
Cc1nn(CC(O)COc2ccc3c(c2)CCC3)c(C)c1Br (configuration not stated) | i | 0.055 | 51
Cn1nccc1-c1nnc(NC(=O)C2COc3ccccc3O2)o1 (configuration not stated) | i | 0.11 | 58
COc1ccc(S(=O)(=O)Nc2nc(CCC(=O)NC(C)C)cs2)cc1 | i | 0.12 | 64
CC1(C(=O)NC2CCCCCC2)CCC(=O)N1CCC1=CCCCC1 (configuration not stated) | i | 0.035 | 49
CC(NC(=O)C(=O)NCc1ccc(Cl)cc1)c1ccccc1 (configuration not stated) | i | 0.12 | 79
O=C(OCc1nc2ccccc2s1)c1cccs1 | i | 0.088 | 57
Cc1ccc(-n2ccnc2N2CCN(C(=O)c3cccs3)CC2)cc1 | i | 0.027 | 11
Cc1nc(-n2cccc2)sc1C(=O)N1CCN(c2ccc(-c3ccco3)nn2)CC1 | i | 0.017 | 24
Cc1noc(C2CN(C(=O)c3cc(-c4ccco4)[nH]n3)C2)n1 | i | 0.14 | 62
COc1cc(NC(=O)CCCOc2ccc(C)cc2C)c(OC)cc1Cl | i | 0.096 | 83
O=C(NCCN1CCOCC1)C(=O)Nc1c2c(nn1-c1ccccc1)CS(=O)(=O)C2 | i | 0.1 | 63
COc1cccc(N2CC(C)Cn3c2nc2c3c(=O)n(CC(=O)O)c(=O)n2C)c1 (configuration not stated) | i | 0.11 | 55
COc1ccc(CNC(=O)N2CCCCC2)c(OC)c1 | i | 0.1 | 64
N#Cc1nc(-c2ccc(S(=O)(=O)N3CCCCCC3)cc2)oc1N1CCC(C(N)=O)CC1 | i | 0.14 | 86

Going on with the list:
SMILES | GluA2 TARP mod | GluA2 TARP mod agonism max-min | GluA2 TARP mod glutamate slope
CSc1ccccc1NC(=O)c1ccc(S(C)(=O)=O)cc1 | i | 0.067 | 67
CC1CCN(c2nc3c(c(=O)[nH]c(=O)n3C)n2CC(O)c2ccccc2)CC1 (configuration not stated) | i | 0.11 | 69
COc1ccc(Cl)cc1NC(=O)c1ccc(C(=O)Nc2cc(Cl)ccc2OC)nc1 | i | 0.066 | 1
O=S(=O)(c1ccc(F)cc1F)N1CCN(c2ccc(-c3ccccc3)nn2)CC1 | i | 0.025 | 25
COc1ccccc1OCC(=O)NCC1CCN(C(=O)c2cccnc2SC)CC1 | i | 0.062 | 59
COc1ccc(CNC(=O)C(=O)Nc2cccc(NC(C)=O)c2)cc1 | i | 0.11 | 73
Cc1nnc2ccc(OCCNS(=O)(=O)c3ccc(OC(F)(F)F)cc3)nn12 | i | 0.076 | 34
CSc1ccccc1C(=O)NCC(O)(c1cccs1)C1CC1 (configuration not stated) | i | 0.085 | 42
O=C(N1CCCCCC1)N1CCN(C(=O)N2CCOCC2)CC1 | i | 0.08 | 53
COc1ccc2c(C)cc(SCC(=O)N3CCCCCC3)nc2c1 | i | 0.065 | 77
COc1cccc(C2C(C#N)=C(N)Oc3cc(C)n(Cc4cccc(C)c4)c(=O)c32)c1 (configuration not stated) | i | 0.084 | 51
Cc1ccc(-c2ccc(=O)n(CCCNC(=O)COc3ccc(F)cc3F)n2)cc1 | i | 0.044 | 58
Cc1c(C(=O)NCC(c2cccc3ccccc23)N2CCCC2)cccc1[N+](=O)[O-] (configuration not stated) | i | 0.075 | 48
COc1ccc(C(=O)Nc2ccc(S(=O)(=O)N3CCC(C)CC3)cc2)cc1Br | i | 0.094 | 46
COc1ccc(-c2nnc(NC(=O)CCc3ccccc3)o2)cc1OC | i | 0.11 | 58
Cc1ccc(-n2ncc3c(=O)n(CC(=O)N4CCCC4)cnc32)c(C)c1 | i | 0.12 | 60
CSc1ccccc1NC(=O)C(=O)NCC1(O)CCc2ccccc21 (configuration not stated) | i | 0.13 | 58
CC(=O)Nc1cccc(NC(=O)CN2C(=O)c3ccccc3S2(=O)=O)c1 | i | 0.12 | 63
CC(C)(C)c1ccc(S(=O)(=O)N2CCN(c3ccccc3)CC2)cc1 | i | 0.074 | 41
COc1cccc(C(CNC(=O)C(=O)NCc2ccccc2OC)N2CCOCC2)c1 (configuration not stated) | i | 0.038 | 56
COc1ccc(S(=O)(=O)NCCC(=O)N2CCCCC2)cc1N(C)S(C)(=O)=O | i | 0.059 | 52
O=C1CC(c2nc3ccccc3n2CCOc2ccc(Cl)cc2)CN1Cc1ccccc1 (configuration not stated) | i | 0.088 | 58
Cc1cc(C)n(CCNC(=O)C(=O)NCCc2ccccc2)n1 | i | 0.12 | 46
Cc1c(Cc2ccccc2)sc(NC(=O)c2ccco2)c1C(N)=O | i | 0.044 | 44
O=c1c(SCc2cccc([N+](=O)[O-])c2)nccn1-c1ccc(Cl)cc1 | i | 0.088 | 46

Remaining list, next part.
SMILES | GluA2 TARP mod | GluA2 TARP mod agonism max-min | GluA2 TARP mod glutamate slope
O=C(Nc1ccc(OC(F)(F)F)cc1)C(=O)Nc1cccc([N+](=O)[O-])c1 | i | 0.12 | 65
Cc1ccn(C(=O)COc2ccc(Br)cc2C)n1 | i | 0.054 | 45
COc1ccc2c(CCNC(=O)CSc3nnnn3-c3ccccc3OC)c[nH]c2c1 | i | 0.13 | 64
Cn1nc(NC(=O)c2ccccc2Cl)c2c1NC(=O)CC2c1cccs1 (configuration not stated) | i | 0.12 | 52
O=C1c2ccccc2C(=O)N1CCn1cnc(-c2ccccc2)cc1=O | i | 0.15 | 54
O=C(O)CC1CCCCN1S(=O)(=O)c1ccc(Cl)cc1 (configuration not stated) | i | 0.043 | 63
O=C(CSc1nnc(CCn2ccc(=O)[nH]c2=O)o1)Nc1ccccc1O | i | 0.043 | 64
COc1ccc2oc(=O)c(C(=O)NCCOC34CC5CC(CC(C5)C3)C4)cc2c1 | i | 0.088&0.057 | 54&99
COc1ccc(-n2c(C)c(C)n3c4c(=O)n(Cc5ccccc5)c(=O)n(C)c4nc23)c(OC)c1 | i | 0.1 | 53
Cc1cc(=O)[nH]c(-n2nc(C)c(CCC(=O)NCc3ccccc3)c2C)n1 | i | 0.12 | 48
O=C(NCc1ccc(F)cc1)C(=O)NCC1CCCO1 (configuration not stated) | i | 0.084 | 48
CCCCN(CCCC)CC(O)COc1ccc2ccccc2c1 (configuration not stated) | i | 0.1 | 49
COc1ccc(SCCC(=O)Nc2nc3cc4c(cc3s2)OCO4)cc1 | i | 0.12 | 58
CC(=O)Nc1sc2c(c1C(c1cccnc1)N1CCN(C)CC1)CCCC2 (configuration not stated) | i | 0.023 | 47
CCCn1c(=O)c2c(nc3n(-c4ccccc4OC)c(-c4ccccc4)cn23)n(C)c1=O | i | 0.044 | 71
O=C(Nc1ccc2c(c1)C(=O)N1CCCCC1CCO2)c1cc(-c2ccccc2)on1 (configuration not stated) | i | 0.086 | 65
CC(C)(C)NC(=O)CCC(=O)O | i | 0.039 | 38
O=C(NCC1CCN(C(=O)Oc2ccccc2)CC1)Nc1ccccc1Cl | i | 0.065 | 43
COc1ccc(S(=O)(=O)c2cnc(SCC(=O)Nc3ccc(OC)cc3OC)[nH]c2=O)cc1 | i | 0.16 | 62
Cc1ccc(Oc2cccc(C(=O)NCCNc3cc(N4CCCC4)nc(C)n3)c2)nn1 | i | 0.13 | 57
O=C(C1CC1)N(Cc1ccccn1)Cc1ccco1 | i | 0.11 | 43
COc1cc(C(=O)Nn2cnc3c(cnn3-c3ccc(C)cc3)c2=O)cc(OC)c1OC | i | 0.11 | 65
COC(=O)CSc1nnc(-c2cccs2)o1 | i | 0.086 | 42
CN(C)S(=O)(=O)N1CCN(Cc2nnnn2-c2cccc(F)c2)CC1 | i | 0.074 | 68
CC(C)(C)NC(=O)N1CCC(CNS(=O)(=O)c2ccc(F)c(F)c2)CC1 | i | 0.088 | 59

Next records:
SMILES | GluA2 TARP mod | GluA2 TARP mod agonism max-min | GluA2 TARP mod glutamate slope
COc1ccc(NC(=O)CN2N=NC3C(=O)N(c4ccc(Br)cc4)C(=O)C32)cc1Cl (configuration not stated) | i | 0.1 | 49
O=C(NCC#CCN1CCc2ccccc2C1)c1cc(-c2ccco2)on1 | i | 0.089 | 53
CCc1ccc(C2=NN(c3ccc(S(N)(=O)=O)cc3)C(c3ccc(O)cc3)C2)cc1 (configuration not stated) | i | 0.15 | 58
CC(=O)Nc1cccc(NC(=O)CSc2ccc(NC(=O)C(C)C)nn2)c1 | i | 0.094 | 57
CC(C)(C)n1ncc2c(=O)n(NC(=O)C(c3ccccc3)c3ccccc3)cnc21 | i | 0.028 | 55
Cc1nn(C2CCS(=O)(=O)C2)c2nc(-c3ccco3)cc(C(=O)NCCc3ccc(F)cc3)c12 (configuration not stated) | + | 0.17* | 41*
O=C(Nc1nc(C(=O)N2CCOCC2)co1)c1ccco1 | i | 0.2 | 80
O=C(Nn1cnc2c(cnn2-c2ccccc2)c1=O)C12CC3CC(CC(C3)C1)C2 | i | 0.024 | 50
Cc1cc(C)n(-c2ccc(N3CCCC(C(=O)Nc4ccc5sc(C)nc5c4)C3)nn2)n1 (configuration not stated) | i | 0.069 | 65
O=C(CCN1C(=O)c2ccccc2S1(=O)=O)Nc1ccc(F)c(C(F)(F)F)c1 | i | 0.079 | 61
COc1ccccc1-c1ccc(=O)n(CC(=O)Nc2ccc(F)c([N+](=O)[O-])c2)n1 | i | 0.076 | 41
COC(=O)c1cccc(NC(=O)c2nnn(-c3ccccc3OC)c2C)c1 | i | 0.15 | 53
Fc1ccccc1CSCc1nc2ccccc2[nH]1 | i | 0.089 | -1
O=C(Cc1ccc(NS(=O)(=O)c2ccc(Cl)s2)cc1)N1CCOCC1 | i | 0.1 | 63
NC(=O)C1CCN(S(=O)(=O)c2ccc(N3C(=O)CCS3(=O)=O)cc2)CC1 | i | 0.081 | 63
Cc1ccc(S(=O)(=O)c2c(C)nn(C(C)(C)C)c2OC(=O)c2ccc([N+](=O)[O-])cc2)cc1 | i | 0.091 | 52
Cn1cccc1C(CNC(=O)c1ccccc1C(F)(F)F)N1CCOCC1 (configuration not stated) | i | 0.079 | 53
Cn1c(=O)c2c(nc(N3CCOCC3)n2CCSc2nnnn2-c2ccccc2)n(C)c1=O | i | 0.11 | 39
CC(C)c1ccc(S(=O)(=O)NCC2CCN(C)CC2)cc1 | i | 0.065 | 55
CCCCCNC(=O)C(=O)NCc1ccccc1 | i | 0.076 | 58
CC(C)(C)c1ccc(C(=O)N2CCC3(CC2)NC(=O)NC3=O)cc1 | i | 0.052 | 33
Cc1ccc(-c2ccc(N3CCN(C(=O)c4ccccc4F)CC3)nn2)cc1 | i | 0.098 | 47
CCc1nnc(-c2ccc(NC(=O)C(=O)c3c[nH]c4ccccc34)cc2)o1 | i | 0.072 | 43

Filtered by structure: the compounds so far containing a CF3 group
SMILES | GluA2 TARP mod | GluA2 TARP mod agonism max-min | GluA2 TARP mod glutamate slope
O=C(CCN1C(=O)c2ccccc2S1(=O)=O)Nc1cc(C(F)(F)F)ccc1Cl | i | 0.06 | 57
Cc1nnc2ccc(OCCNS(=O)(=O)c3ccc(OC(F)(F)F)cc3)nn12 | i | 0.076 | 34
O=C(Nc1ccc(OC(F)(F)F)cc1)C(=O)Nc1cccc([N+](=O)[O-])c1 | i | 0.12 | 65
O=C(CCN1C(=O)c2ccccc2S1(=O)=O)Nc1ccc(F)c(C(F)(F)F)c1 | i | 0.079 | 61
Cn1cccc1C(CNC(=O)c1ccccc1C(F)(F)F)N1CCOCC1 (configuration not stated) | i | 0.079 | 53

Part of the list above, as a markdown table.
| smiles | GluA2 TARP mod | GluA2 TARP mod agonism max-min | GluA2 TARP mod glutamate slope |
| --- | --- | --- | --- |
| Cn1cccc1C(CNC(=O)c1ccccc1C(F)(F)F)N1CCOCC1 (configuration not stated) | i | 0.079 | 53 |
| Cn1c(=O)c2c(nc(N3CCOCC3)n2CCSc2nnnn2-c2ccccc2)n(C)c1=O | i | 0.11 | 39 |
| CC(C)c1ccc(S(=O)(=O)NCC2CCN(C)CC2)cc1 | i | 0.065 | 55 |
| CCCCCNC(=O)C(=O)NCc1ccccc1 | i | 0.076 | 58 |
| CC(C)(C)c1ccc(C(=O)N2CCC3(CC2)NC(=O)NC3=O)cc1 | i | 0.052 | 33 |
| Cc1ccc(-c2ccc(N3CCN(C(=O)c4ccccc4F)CC3)nn2)cc1 | i | 0.098 | 47 |
| CCc1nnc(-c2ccc(NC(=O)C(=O)c3c[nH]c4ccccc34)cc2)o1 | i | 0.072 | 43 |

Screening data: PubChem BioAssay, Vanderbilt High Throughput Screening Facility
